Screens deposited in PubChem BioAssay by Southern Research Specialized Biocontainment Screening Center.
inhibitors of VEEV: inhibitors of VEEV TC-83 cytopathic effect, confirmation, Vero cells (AID 588727); Vero cells, VEEV TC-83 cytopathic effect inhibition; higher % means a stronger effect; inhibition, % at 20 µM; hits with a dose series show IC50 in µM; 350,000 compounds, 0.13% hits; in the data active = a potency from the dose series; inconclusive = inhibition mostly from about 14% at the one dose, without a potency; inactive = the rest, 99 in 100 with inhibition below about 12%; also: strong numbers were not always called active
H37Rv inhibition: M. tuberculosis growth inhibition, HTS (AID 449762); M. tuberculosis H37Rv growth inhibition, 7H9 media; higher % means a stronger effect; inhibition, % at 25 µM; hits with a dose series show IC50 in µM; 330,000 compounds, 0.59% hits; in the data active = a potency from the dose series; inconclusive = inhibition above about 70% without an active follow-up result;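 also: bacterial growth assessed after seven days of incubation; strong numbers were not always called active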
H1N1 NS1A inhibition: NS1A inhibition, H1N1 influenza, cell based functional assay (AID 504329); NS1A functional cell-based assay, percent inhibition; higher % means a stronger effect; inhibition, % at 12.5 µM; hits with a dose series show IC50 in µM; 340,000 compounds, 0.3% hits; in the data active = a potency from the dose series; inconclusive = inhibition above about 27% without an active follow-up result; also: strong numbers were not always called active
Salmonella PhoP GFP: Inhibition of PhoP regulon, Salmonella typhi GFP reporter cells, confirmation, 4 h (AID 1850). 310,000 compounds, 0.33% hits. one-dose inhibition, % at 50 µM; IC50 in µM for titrated hits. Salmonella Typhi PhoP-promoter GFP reporter, fluorescence, 4 h; higher % means a stronger effect; in the data active = a potency from the dose series; inconclusive = inhibition mostly from about 25% at the one dose, without a potency; inactive = the rest, 99 in 100 with inhibition below about 19%;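 also: 0% = induced wells with vehicle and 100% = uninduced wells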
tuberculosis growth: growth inhibition of non-replicating M. tuberculosis (AID 488890); Mycobacterium tuberculosis non-replicating, growth inhibition; higher % means a stronger effect; inhibition, % at 25 µM; hits with a dose series show IC50 in µM; 320,000 compounds, 0.39% hits; in the data active = a potency from the dose series; inconclusive = inhibition mostly from about 82% at the one dose, without a potency; inactive = the rest, 99 in 100 with inhibition below about 76%;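 also: plate controls were DMSO cells for no effect and high antibiotic wells for full effect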
inhibitors of VEEV 10K pilot screen: recorded beside inhibitors of VEEV, whose call it bears; inhibition, %; measured here: 10K pilot screen inhibition
* hit, by the source's call; i = inactive; ? = inconclusive; . = not tested or not shown.

Start of the listing, in advance (six entries):
SMILES	inhibitors of VEEV	H37Rv inhibition	H1N1 NS1A inhibition	Salmonella PhoP GFP	tuberculosis growth	others
CC(C)CNS(=O)(=O)c1ccc(CCC(=O)NC2CCCCC2)cc1	i	54%	2%	7%	7%
Cc1ccc(NC(=O)C(c2ccc(Cl)cc2Cl)N2CCCC2)cc1 (stereo unspecified)	3.2%	1%	4%	-5%	43%
COC(=O)COC(=O)c1ccc(O)cc1	2.4%	-6%	20%	6%	2%
Nc1nc(N2CCN(Cc3ccccc3)CC2)n[nH]1	1.8%	-2%	-2%	2%	-19%
CC(=O)/C(=N/Nc1ccc(Br)cc1)Sc1cccc2cccnc12	i	-1%	0%	3%	1%
COc1ccc(C(CNC(=O)CCC(=O)c2ccc(C)s2)N2CCOCC2)cc1 (stereo unspecified)	2.1%	-3%	-1%	.	5%

Main list, repeating the preview:
SMILES	inhibitors of VEEV	H37Rv inhibition	H1N1 NS1A inhibition	Salmonella PhoP GFP	tuberculosis growth	others
CC(C)CNS(=O)(=O)c1ccc(CCC(=O)NC2CCCCC2)cc1	i	54%	2%	7%	7%
Cc1ccc(NC(=O)C(c2ccc(Cl)cc2Cl)N2CCCC2)cc1 (stereo unspecified)	3.2%	1%	4%	-5%	43%
COC(=O)COC(=O)c1ccc(O)cc1	2.4%	-6%	20%	6%	2%
Nc1nc(N2CCN(Cc3ccccc3)CC2)n[nH]1	1.8%	-2%	-2%	2%	-19%
CC(=O)/C(=N/Nc1ccc(Br)cc1)Sc1cccc2cccnc12	i	-1%	0%	3%	1%
COc1ccc(C(CNC(=O)CCC(=O)c2ccc(C)s2)N2CCOCC2)cc1 (stereo unspecified)	2.1%	-3%	-1%	.	5%
O=C(CN1CCC(n2cnc3cc(F)ccc32)CC1)Nc1ccccc1Br	0.9%	?	1%	-4%	66%
COc1ccc(Cl)cc1NC(=O)c1cccc(NC(=O)CCC(=O)O)c1	0.1%	-2%	-6%	5%	-8%
Cc1cc(C(=O)OCC(=O)N2CCOCC2)c2ccccc2n1	1.4%	-8%	1%	1%	-14%
CCn1c(=O)n(CC(=O)N2CC(C)CC(C)C2)c(=O)c2ccccc21 (stereo unspecified)	i	-4%	2%	-7%	-3%
COC(=O)Cn1c(=NC(=O)CSC(C)=O)sc2ccccc21	1.4%	-5%	2%	2%	23%
CN(C)C(=O)c1ccccc1-c1ccccc1	0.7%	-3%	7%	2%	-1%
CC(C)NC(=O)C1(c2ccccc2)CC1(Cl)Cl (stereo unspecified)	0.4%	1%	-13%	-1%	2%	inhibitors of VEEV 10K pilot screen=1.0
COc1ccc(NC(=S)NCCN2CCOCC2)cc1	1.7%	-1%	1%	3%	-2%
COCCN(C(=O)C(C)N1C(=O)c2ccccc2C1=O)c1c(N)n(CC(C)C)c(=O)[nH]c1=O (stereo unspecified)	1.7%	.	-3%	.	.
Cc1ccccc1CNC(=O)c1ccc2ccccc2n1	2.5%	3%	-8%	4%	11%
CCOC(=O)C1=C(C)Nc2ccccc2N=C1NC(=O)Cc1ccc(OC)cc1	i	-6%	17%	-6%	-3%
CCOc1ccc(NC(=O)c2c(C)nn(Cc3ccccc3)c2Cl)cc1	0.8%	-2%	-6%	2%	-9%
COc1cccc(CN(CC2CCCO2)S(=O)(=O)c2ccc(S(=O)(=O)N(C)C)cc2)c1 (stereo unspecified)	0.4%	-4%	-4%	12%	1%
COc1cccc(CNC(=O)C2CCCN(c3nn4c(=O)cc(C)nc4s3)C2)c1 (stereo unspecified)	1.8%	-5%	2%	1%	1%
COC(=O)[C@@H]1C[C@H]2CC[C@H](O)C[C@H]2N1Cc1ccc(N2CCN(C)CC2)cc1	0.9%	0%	16%	-4%	-4%
CCOc1cc(C2CC(=O)NC3=C2C(=O)C(C(=O)OC)C(C)C3)cc(Br)c1O (stereo unspecified)	0.7%	-3%	-1%	-1%	-1%
CCOc1ccccc1Nc1nc(N)nc(CN2CCCCC2C)n1 (stereo unspecified)	i	2%	2%	6%	32%
CCCCCCCCCCCCN1[C@@H](CC(=O)OC)c2cc(C(F)(F)F)ccc2S1(=O)=O	1.6%	0%	6%	14%	1%
Cc1ccc(NC(=O)Cc2nc(CN(C)CC(=O)Nc3ccc(C)cc3)cs2)cc1	2.6%	9%	-14%	.	31%
CC(C)CN(CC(C)C)C(=O)CCCC(=O)N(CC(C)C)CC(C)C	0.4%	-7%	-10%	-8%	13%
C=CCn1c(SCC(=O)NC2CC2)nc2ccccc2c1=O	3.8%	-3%	-6%	.	-8%
O=c1c(Cl)c(NCc2ccccc2Cl)cnn1C12CC3CC(CC(C3)C1)C2	1.0%	8%	-2%	15%	25%
COCCn1nnnc1C(c1cccs1)N1CCCC(C)C1 (stereo unspecified)	2.3%	-3%	-4%	-8%	8%
O=C(NCC(c1cccnc1)N1CCOCC1)NC1CCCCC1 (stereo unspecified)	0.3%	-6%	1%	-8%	-3%
CCn1c(SCc2nc3ccccc3[nH]2)nnc1-c1ccc(OC)cc1	4.8%	-7%	7%	-3%	8%
CCC/C(=N\NC(=O)Cc1csc(N2CCOCC2)n1)c1ccccc1	0.3%	-8%	5%	-6%	-15%
COc1ccc(NC(=O)C(=O)N/N=C/c2cccnc2)c(OC)c1	1.9%	5%	1%	-6%	6%
Cc1ccc(S(=O)(=O)/N=C2\C=C(Nc3cccc(C(=O)O)c3)C(=O)c3ccccc32)cc1	0.3%	5%	20µM*	10%	7%
COCCNC(=O)Cn1cc(C(=O)c2cccs2)c2ccccc21	0.8%	4%	-2%	-3%	-15%
COc1cccc(NC(=O)CN(C)C(=O)c2c(C)nn(-c3ccccc3)c2Cl)c1	4.2%	0%	-3%	.	1%
CC(=O)c1cccc(OCC(O)CNCCc2ccc(Cl)cc2)c1 (stereo unspecified)	i	5%	-8%	5%	4%
CC(=O)N1c2ccccc2C2(O)N=C(C)SC12 (stereo unspecified)	i	3%	5%	-18%	79%
COc1ccc(CNC(=O)CSc2nnc(-c3cccnc3)n2N)cc1	0.4%	3%	11%	-8%	3%
CSc1nc(N)nc(SCC(=O)CC(=O)OC(C)C)c1C#N	i	-12%	-1%	-10%	-7%
CCN1CN(CCc2ccccc2)CNC1=S	0.2%	-1%	-4%	-5%	-1%
CC(C)N(C(=O)CN1C(=O)NC2(CCCCCC2)C1=O)C(C)C	1.4%	4%	-2%	-6%	3%
Cc1noc(C)c1S(=O)(=O)N(C)C[C@H]1Oc2c(NC(=O)C3CCCCC3)cccc2C(=O)N([C@H](C)CO)C[C@@H]1C	0.8%	9%	20%	.	10%
CN(CC(=O)Nc1cccc(F)c1)C(=O)CC1CC2CCC1C2 (stereo unspecified)	3.4%	-15%	-11%	-1%	7%
O=C(CN(Cc1ccco1)C(=O)c1ccc(N2CCCC2=O)cc1)Nc1ccccc1C(F)(F)F	8.9%	-7%	-6%	5%	2%
COc1ccc(OC)c(NC(=O)c2cc3c(Cl)nc4ccccc4c3s2)c1	1.5%	19%	-5%	-7%	-4%
CCn1c([N+](=O)[O-])nc2c1c(=O)[nH]c(=O)n2C	i	.	-15%	.	.
CCCCCOc1ccc(CSc2ncn[nH]2)cc1	0.3%	29%	-9%	6%	?
CC(=O)c1c(C)[nH]c(C(=O)COC(=O)C2(C)CC2(Cl)Cl)c1C (stereo unspecified)	4.8%	-4%	-7%	.	12%
CC(C)C(C(=O)Nc1nccs1)c1ccccc1 (stereo unspecified)	3.6%	-4%	-17%	1%	20%
CCN(CC)S(=O)(=O)c1ccc(N2CCOCC2)c(NC(=O)CN2C(=O)NC3(CCCC3)C2=O)c1	3.2%	.	-16%	.	.
Brc1cnc(N2CCCCC2)nc1N1CCOCC1	0.2%	-4%	2%	6%	-2%
C=CCC1(C(=O)N(C)Cc2ccccc2)CCN(C(=O)OC(C)(C)C)CC1	0.7%	9%	6%	-4%	17%
O=C(NC(=S)NCc1ccccc1)c1cccs1	3.3%	1%	19%	-5%	47%
CC(=O)c1ccc(NC(=S)Nc2ccn(Cc3ccc(Br)cc3)n2)cc1	2.8%	3%	4%	5%	73%
CC1CCc2cc(F)ccc2N1C(=O)CSc1nnc2c3cc(F)ccc3n(C)c2n1 (stereo unspecified)	0.3%	-5%	-4%	6%	16%
CC(=O)c1ccc(S(=O)(=O)N2CCCc3ccccc32)cc1	0.8%	4%	-14%	10%	32%
Cc1ccc2c(COC(=O)C3CC(=O)N(c4ccc5c(c4)OCCO5)C3)cc(=O)oc2c1 (stereo unspecified)	i	5%	-8%	.	7%
Nc1nnc(-c2ccc(Cl)c(Cl)c2)s1	5.2%	3%	-10%	5%	31%
O=C(CCCc1nc(-c2ccccc2Cl)no1)NCc1cccnc1	6.1%	-9%	4%	0%	16%

Two compounds picked at random from those above, as already listed:
SMILES	inhibitors of VEEV	H37Rv inhibition	H1N1 NS1A inhibition	Salmonella PhoP GFP	tuberculosis growth	others
COc1cccc(NC(=O)CN(C)C(=O)c2c(C)nn(-c3ccccc3)c2Cl)c1	4.2%	0%	-3%	.	1%
CC(=O)c1c(C)[nH]c(C(=O)COC(=O)C2(C)CC2(Cl)Cl)c1C (stereo unspecified)	4.8%	-4%	-7%	.	12%

Additional compounds follow.
SMILES	inhibitors of VEEV	H37Rv inhibition	H1N1 NS1A inhibition	Salmonella PhoP GFP	tuberculosis growth	others
CN(C)c1nc(SCC(=O)Nc2ccc(Cl)c(Cl)c2)nc(N2CCOCC2)n1	4.6%	0%	10%	9%	10%
N#Cc1c2c(c(Nc3ccccc3)n3c1nc1ccccc13)CCC2	1.1%	5%	-23%	-21%	60%
COc1ccc(CSc2nnc(C)n2N)cc1Br	1.8%	-11%	4%	-1%	4%
O=C(Nc1ccc(C(=O)N2CCCC2)cc1)C1CCC1	i	.	-5%	.	.
COc1ccc(CC(=O)N2CCN(c3ccccn3)CC2)cc1	0.6%	4%	10%	9%	2%
CC1CN(S(=O)(=O)c2cccc(C(=O)Nc3ccc4c(c3)CCC4)c2)CC(C)O1 (stereo unspecified)	0.7%	-7%	-4%	5%	32%
O=C(NC1CCCCC1)c1cccs1	i	-8%	16%	4%	61%
COc1ccc(-c2nc(CNS(=O)(=O)c3ccc(OC)c(OC)c3)cs2)cc1	0.7%	-1%	-7%	-7%	17%	inhibitors of VEEV 10K pilot screen=0.1
COC(=O)c1ccccc1NC(=O)COc1ccccc1	i	20%	-1%	-10%	66%
O=C(NCCc1ccc(F)cc1)C1CCCCC1	i	-1%	3%	-1%	47%
Cc1ccc(-c2nc3ncccc3o2)cc1NC(=O)CC(C)C	9.7%	1%	-9%	-3%	-26%
COc1ccc(C)cc1NC(=O)C(OC(=O)CNC(=O)c1cc(C)cc(C)c1)c1ccccc1 (stereo unspecified)	0.2%	4%	-8%	-2%	7%
Cc1cccc(NC(=O)C(C)N2C(=O)c3ccccc3S2(=O)=O)n1 (stereo unspecified)	5.3%	-3%	-3%	10%	-9%
CCOC(=O)C1(CC)Oc2ccccc2C(c2ccc(OC)cc2)=C1C(=O)OC (stereo unspecified)	1.5%	.	18%	.	.
O=C(N/N=C1\CCc2ccccc21)c1ccccc1O	i	9%	-8%	-7%	79%
Cn1c(=O)c2[nH]c(SCCN3CCCCC3)nc2n(C)c1=S	1.6%	.	2%	.	.
Cc1c(C(=O)Nc2c(C)n(C)n(-c3ccccc3)c2=O)oc2c(Cl)cccc12	1.5%	2%	-7%	-4%	0%
CCCC(=O)C1C(=O)CC(C)(C)C(c2cc(C)no2)C1=O (stereo unspecified)	0.3%	-5%	-14%	-2%	26%
OCC1OC(n2cnc3c(N4CCCCC4)ncnc32)C(O)C1O (stereo unspecified)	0.5%	.	-10%	.	.
Cc1ccc(S(=O)(=O)NCCc2nnc3ccc(SCc4cccnc4)nn23)cc1	2.1%	3%	-8%	-18%	18%
N#Cc1cc(N)ccc1Sc1ccccc1	i	41%	0%	1%	.
O=C(Nc1ccc(N2CCOCC2)c(Cl)c1)c1ccc(-n2cnnc2)cc1	2.1%	-7%	-2%	41%	7%
N#Cc1cc2cc3c(cc2nc1NCCNC(=S)NCCCN1CCOCC1)OCO3	2.1%	-12%	-11%	11%	-6%
O=C(COC(=O)c1ccc(S(=O)(=O)C(F)F)cc1)Nc1ccccc1C(=O)NC1CC1	i	-15%	-3%	.	-9%
CCn1c(CCC(=O)Nc2cc(F)ccc2C)nc2cc(S(=O)(=O)N(C)C)ccc21	1.1%	1%	-19%	-13%	17%
CCOC(=O)C(=CNc1cc(C)ccc1-n1cccc1)C(=O)OCC	5.1%	12%	2%	-2%	-1%
CCCSc1ccccc1C(=O)N1CCN(C(=O)c2ccco2)CC1	i	-3%	4%	-5%	-7%
